HSF1 inhib = HSF1 inhibition; NIH3T3-HGL HSE-luciferase, MG132-induced, luminescence 8 h; stronger effect = lower value; activity change, negative = inhibition, % at 7.5 µM (by protocol); 300,000 tested, 0.77% active;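 active means more than half of replicate wells show activity change below -50%, luminescence cut by over half; inconclusive means some wells, but at most half, below -50%; inactive means no replicate well below -50%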;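 further: luciferase reports HSF-1 transcriptional activity via heat shock element; 0% = median of DMSO wells and -100% = zero luminescence signal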
Platelet DG rel = modulates dense granule release in human platelets. 300,000 tested, 0.22% active. inhibition, %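 (compounds screened at 7.5 µM in platelet-rich plasma)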. human platelet-rich plasma, SFLLRN dense granule ATP release, luminescence;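 active means mean replicate score, as percent of positive control, at or above 50; inconclusive means mean below 50 but at least one replicate at or above 50; inactive means mean and every replicate below 50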
AI-2 QS modul = Vibrio harveyi AI-2 quorum sensing modulation; 300,000 tested, 0.4% active; activity change, % at 7.5 µM; Vibrio harveyi JMH597 AI-2 luminescence/OD600 ratio, 9 h; stronger effect = lower value; strain lacks LuxN and CqsS sensors; 0 = neutral-control median; AID 2094; in the data active means activity change below about -75%, passing the limit was not always enough; inconclusive means no clear call, values can overlap the other calls;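 further: luminescence divided by OD600 gain over 9 h not by final OD600 alone; inactives centre near 13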
aSyn UTR inh = MLPCN primary screen, SNCA 5' untranslated region; inhibition, % (tested at 7.5 µM); 300,000 tested, 0.82% active; alpha-synuclein 5'UTR reporter, inhibitor activity; in the data active means inhibition above about 60%; inconclusive means no clear call, values can overlap the other calls;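 further: H4 neuroglioblastoma cells stably carrying SNCA 5'UTR luciferase fusion; 0% = DMSO wells and 100% = positive control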
HSP90 refold inh = inhibitors of HSP90 luciferase refolding in rabbit reticulocyte lysate | AID 1789 | luciferase refolding luminescence, 3 h | inhibition, % at 5.6 µM | 290,000 tested, 0.91% active;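 active means inhibition above the screen-wide mean plus 3 SD, computed separately per campaign, cut at about 16% in these data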;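 further: 0% = DMSO wells and 100% = 60 µM geldanamycin wells; inhibitors lower the luminescence because luciferase stays unfolded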
HSF-1 act = increases HSF-1 driven luciferase reporter signal. NIH3T3-HGL HSF-1 luciferase reporter, MG132, 8 h; 100% = twice DMSO control signal. activation, % at 9 µM. 300,000 tested, 1.7% active. AID 504408;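 active means mean replicate activation of at least 50% with a set share of replicates each reaching 50%; inconclusive means only one of those two conditions met; inactive means mean below 50% and too few replicates reaching it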;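 further: 0% = median of the neutral control wells and 100% = twice that signal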
IEC-6 tox = kills IEC-6 intestinal cells in KLF5 counter-screen | IEC-6 cytotoxicity, luminescence viability | inhibition, % at 5 µM | 290,000 tested, 0.78% active | AID 1825; in the data active means inhibition above about 22%;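 further: 0% = plate median of test compound wells and 100% = cytotoxic reference compound wells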
HDAC3 inhib = inhibitors of human histone deacetylase 3. O15379. 320,000 tested, 0.15% active. inhibition, % at 8.3 µM. recombinant HDAC3, fluorogenic peptide/trypsin coupled, fluorescence. AID 2718; in the data active means inhibition above about 26%, passing the limit was not always enough; inconclusive means no clear call, values can overlap the other calls
Target sequence (O15379 whole entry, looked up): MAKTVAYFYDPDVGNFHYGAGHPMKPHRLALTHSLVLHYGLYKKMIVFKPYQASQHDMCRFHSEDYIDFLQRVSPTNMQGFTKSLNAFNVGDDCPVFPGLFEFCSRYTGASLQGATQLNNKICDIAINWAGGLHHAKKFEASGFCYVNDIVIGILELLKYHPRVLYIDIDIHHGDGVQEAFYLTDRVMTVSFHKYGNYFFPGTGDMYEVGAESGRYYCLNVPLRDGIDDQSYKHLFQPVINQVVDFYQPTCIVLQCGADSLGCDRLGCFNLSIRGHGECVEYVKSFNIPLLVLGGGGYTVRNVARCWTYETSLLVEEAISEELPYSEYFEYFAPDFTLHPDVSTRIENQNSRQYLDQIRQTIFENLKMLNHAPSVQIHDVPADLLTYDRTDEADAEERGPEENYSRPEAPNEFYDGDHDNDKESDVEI
HIF act = HIF pathway transcriptional activation. U2OS HRE-luciferase reporter, luminescence; normalized: DMSO 0%, desferrioxamine 100%. activation, % at 7.5 µM (by protocol). 300,000 tested, 0.32% active. AID 1910;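 active means mean activation of at least 10% of the iron chelator positive control signal, with at least half of replicates also reaching 10%; inconclusive means mean and replicate majority disagree about reaching 10%; inactive means mean and most replicates under 10%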
KLF5 inhibitor = inhibitors of KLF5 expression; DLD-1 KLF5 promoter-luciferase reporter, luminescence; inhibition, % at 5 µM; 290,000 tested, 0.23% active; AID 1700;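 active means inhibition above a per-plate limit of that plate's mean compound inhibition plus 3 SD, cut at about 60% in these data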;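 further: 0% = DMSO wells and 100% = LY294002 at 200 µM; higher means less KLF5 promoter-driven luciferase light; inactives centre near -14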
An asterisk follows results filed as active.

Results for CCCCn1nc2cc(C(=O)N[C@H](C)C3CCCCC3)ccc2c1OCC ?
HSF1 inhib: -0.5; Platelet DG rel: 2.3; AI-2 QS modul: 13.1; aSyn UTR inh: 14.9; HSP90 refold inh: -2.9; HSF-1 act: 8.0; IEC-6 tox: -2.4; HDAC3 inhib: -10.1; HIF act: -1.6; KLF5 inhibitor: -43.0

Results for COc1ccc(C(=O)N2CCN(C(=O)c3ccco3)CC2)cc1OC ?
HSF1 inhib: -15.8; Platelet DG rel: -1.3; AI-2 QS modul: 44.1; aSyn UTR inh: 3.1; HSP90 refold inh: -0.9; HSF-1 act: -32.8; IEC-6 tox: 2.0; HDAC3 inhib: 2.3; HIF act: 0.2; KLF5 inhibitor: -17.2

Results for Cc1ccnc(NC(=O)CCC(=O)N(CC(=O)NC2CCCCC2)Cc2cccs2)c1 ?
HSF1 inhib: -1.4; Platelet DG rel: 3.8; AI-2 QS modul: 5.9; aSyn UTR inh: 7.4; HSP90 refold inh: -2.0; HSF-1 act: -1.0; IEC-6 tox: -4.9; HDAC3 inhib: -0.3; HIF act: -1.3; KLF5 inhibitor: -19.6

Results for Cc1ccc(S(=O)(=O)Nc2cccc3ncccc23)s1 ?
HSF1 inhib: 132.1; AI-2 QS modul: 24.5; aSyn UTR inh: 27.3; HSP90 refold inh: -0.7; HSF-1 act: 107.7*; IEC-6 tox: 93.5*; HDAC3 inhib: inconclusive; HIF act: 1.7; KLF5 inhibitor: 24.2

Results for CCn1c(NC(=O)/C=C/c2ccc(F)cc2)nc2ccccc21 ?
HSF1 inhib: 3.6; Platelet DG rel: -13.6; AI-2 QS modul: 13.0; aSyn UTR inh: 48.2; HSP90 refold inh: 4.6; HSF-1 act: 8.6; IEC-6 tox: 16.8; HDAC3 inhib: 6.3; HIF act: 0.9; KLF5 inhibitor: 5.1

What do the screens show for `CCC1(c2ccccc2)NC(=O)N(CC(=O)Nc2ccc(OC)nc2)C1=O` (centres undefined)?
HSF1 inhib: 0.3; Platelet DG rel: -7.2; AI-2 QS modul: -87.6*; aSyn UTR inh: -3.1; HSP90 refold inh: -0.8; HSF-1 act: -9.6; IEC-6 tox: 7.7; HDAC3 inhib: 1.2; HIF act: 0.0; KLF5 inhibitor: -8.0

How did S=c1[nH]nc(Nc2cccc3ccccc23)s1 do in these assays?
HSF1 inhib: 2.4; Platelet DG rel: 1.4; AI-2 QS modul: 17.4; aSyn UTR inh: -5.9; HSP90 refold inh: 1.6; HSF-1 act: -7.8; IEC-6 tox: 5.6; HDAC3 inhib: inconclusive; HIF act: -0.3; KLF5 inhibitor: -25.6

What do the screens show for `O=C(COC(=O)CCc1nc2ccccc2c(=O)[nH]1)Nc1ccc2c(c1)OCO2`?
HSF1 inhib: 6.3; Platelet DG rel: 2.5; AI-2 QS modul: 50.7; aSyn UTR inh: 4.1; HSP90 refold inh: 2.2; HSF-1 act: 0.3; IEC-6 tox: 9.0; HIF act: 0.1; KLF5 inhibitor: -10.8

What do the screens show for `CC1CC(=O)Nc2ccccc2N1C(=O)Nc1ccc(F)cc1F` (centres undefined)?
HSF1 inhib: -11.3; Platelet DG rel: 5.8; AI-2 QS modul: 37.8; aSyn UTR inh: -13.0; HSP90 refold inh: -2.5; HSF-1 act: -1.1; IEC-6 tox: -8.3; HDAC3 inhib: 10.4; HIF act: -0.5; KLF5 inhibitor: -25.2

Results for CN(c1ccccc1)C(c1ccc(F)cc1)c1nnnn1C1CCCC1 (centres undefined) ?
HSF1 inhib: 16.6; Platelet DG rel: 5.9; AI-2 QS modul: 5.2; aSyn UTR inh: 20.2; HSP90 refold inh: 4.7; HSF-1 act: 35.8; IEC-6 tox: -7.4; HDAC3 inhib: 4.3; HIF act: -1.3; KLF5 inhibitor: -16.8

Results for O=C(CCSCCC(=O)N1CCCC1)N1CCCC1 ?
HSF1 inhib: 0.3; Platelet DG rel: -7.3; AI-2 QS modul: 27.4; aSyn UTR inh: 19.4; HSP90 refold inh: 3.0; HSF-1 act: -23.5; IEC-6 tox: 11.1; HDAC3 inhib: -5.7; HIF act: 0.0; KLF5 inhibitor: -5.6

What do the screens show for `O=C(CNc1cc(S(=O)(=O)N2CCOCC2)ccc1NCC1CCCO1)Nc1ccccc1F` (centres undefined)?
HSF1 inhib: 0.4; Platelet DG rel: 7.9; AI-2 QS modul: 0.6; aSyn UTR inh: 7.1; HSP90 refold inh: -3.1; HSF-1 act: -5.4; IEC-6 tox: -7.0; HDAC3 inhib: 1.0; HIF act: 0.1; KLF5 inhibitor: -0.5

Results for COc1ccc(NC(=S)N2N=CCC2c2ccccc2)cc1 (centres undefined) ?
HSF1 inhib: 3.2; Platelet DG rel: -1.4; AI-2 QS modul: 6.0; aSyn UTR inh: -136.9; HSP90 refold inh: 16.8*; HSF-1 act: 7.2; IEC-6 tox: 0.4; HDAC3 inhib: -2.6; HIF act: 1.3; KLF5 inhibitor: -96.2

What do the screens show for `Cc1ccc(N(Cc2ccccc2F)S(C)(=O)=O)cc1C`?
HSF1 inhib: 1.9; Platelet DG rel: 7.9; AI-2 QS modul: 33.6; aSyn UTR inh: 4.2; HSP90 refold inh: -0.3; HSF-1 act: 2.7; IEC-6 tox: 0.0; HDAC3 inhib: 1.9; HIF act: -0.2; KLF5 inhibitor: -50.6

How did CN(C)C(CNC(=O)CCc1nc2sc3c(c2c(=O)[nH]1)CCCC3)c1ccccc1 (centres undefined) do in these assays?
HSF1 inhib: -0.7; Platelet DG rel: 2.9; AI-2 QS modul: 14.9; aSyn UTR inh: -17.5; HSF-1 act: 6.3; HDAC3 inhib: -0.8; HIF act: -0.5

What do the screens show for `CCOc1ccc(-c2nnn(CC(=O)Nc3ccccc3OC)n2)cc1OCC`?
HSF1 inhib: 1.2; Platelet DG rel: -7.7; AI-2 QS modul: 9.2; aSyn UTR inh: -11.9; HSP90 refold inh: 0.3; HSF-1 act: 0.0; IEC-6 tox: 2.9; HDAC3 inhib: 3.4; HIF act: -0.3; KLF5 inhibitor: 4.8

How did CCn1cc(SCC(=O)Nc2cc(C)on2)c2ccccc21 do in these assays?
HSF1 inhib: -58.9*; Platelet DG rel: -0.6; AI-2 QS modul: 10.5; aSyn UTR inh: 9.2; HSP90 refold inh: 2.0; HSF-1 act: -65.0; IEC-6 tox: -2.0; HIF act: -0.3; KLF5 inhibitor: -59.5

What do the screens show for `Cc1ccc(C2(C)NC(=O)N(CC(=O)NNC(=O)c3ccoc3C)C2=O)cc1` (centres undefined)?
HSF1 inhib: -6.0; Platelet DG rel: -0.5; AI-2 QS modul: -41.1; aSyn UTR inh: 6.7; HSF-1 act: -12.4; HDAC3 inhib: -1.7; HIF act: -0.2

Results for O=S(=O)(c1ccc(Cl)cc1Br)N1CCCCC1 ?
HSF1 inhib: -0.6; Platelet DG rel: -8.4; AI-2 QS modul: -5.7; aSyn UTR inh: -2.4; HSP90 refold inh: 0.8; HSF-1 act: -5.4; IEC-6 tox: 4.9; HDAC3 inhib: -1.3; HIF act: 0.1; KLF5 inhibitor: 1.1

What do the screens show for `O=C(CNC(=O)c1ccccc1)OCCOc1cccc(Cl)c1`?
HSF1 inhib: -2.3; Platelet DG rel: 13.3; AI-2 QS modul: 5.7; aSyn UTR inh: -11.6; HSF-1 act: 4.5; HDAC3 inhib: 2.4; HIF act: 0.4

Results for CCCN1CCC(=O)N([C@H](CSc2ccc(OC)cc2)CC(C)C)CC1 ?
HSF1 inhib: -7.0; Platelet DG rel: -3.3; AI-2 QS modul: 4.4; aSyn UTR inh: -113.5; HSF-1 act: -8.6; HDAC3 inhib: 5.5; HIF act: 2.3

How did COc1ccc(C(=O)n2nc(C)cc2C)cc1OC do in these assays?
HSF1 inhib: -2.0; Platelet DG rel: 9.3; AI-2 QS modul: 24.8; aSyn UTR inh: 13.4; HSP90 refold inh: 0.3; HSF-1 act: 2.9; IEC-6 tox: 0.5; HDAC3 inhib: 14.0; HIF act: -0.5; KLF5 inhibitor: 2.8

Results for CCN=C1S/C(=C\c2cn(CC(=O)NCCOC)c3ccccc23)C(=O)N1CC ?
HSF1 inhib: -13.1; Platelet DG rel: 23.0; AI-2 QS modul: 14.1; aSyn UTR inh: -3.0; HSP90 refold inh: 3.7; HSF-1 act: -9.4; IEC-6 tox: 4.4; HDAC3 inhib: 2.3; HIF act: 0.1; KLF5 inhibitor: 8.4

Results for Cc1ccc(NC(=O)c2cc(S(=O)(=O)N3CCCC3)c[nH]2)c(C)c1 ?
HSF1 inhib: -1.3; Platelet DG rel: -6.7; AI-2 QS modul: 8.2; aSyn UTR inh: -14.7; HSP90 refold inh: -3.2; HSF-1 act: -1.8; IEC-6 tox: 0.6; HDAC3 inhib: -0.9; HIF act: -0.3; KLF5 inhibitor: 7.4

Results for C=CCN1C(=O)c2ccc(C(=O)N(C)CC(=O)Nc3ccccc3C(F)(F)F)cc2C1=O ?
HSF1 inhib: -1.1; Platelet DG rel: -0.2; AI-2 QS modul: -2.0; aSyn UTR inh: -13.9; HSP90 refold inh: -3.3; HSF-1 act: -0.6; IEC-6 tox: 3.2; HDAC3 inhib: -0.2; HIF act: 0.3; KLF5 inhibitor: -21.7

How did CC(C)OCCCN1CN(S(=O)(=O)c2cccs2)c2nc3ccccc3nc21 do in these assays?
HSF1 inhib: 2.7; Platelet DG rel: inconclusive; AI-2 QS modul: 8.5; aSyn UTR inh: -8.5; HSP90 refold inh: 2.6; HSF-1 act: 4.5; IEC-6 tox: 1.4; HIF act: 0.7; KLF5 inhibitor: -35.6

Results for Cc1cccc(C2Nc3ccccc3C(=O)N2c2ccccc2)n1 (centres undefined) ?
HSF1 inhib: 2.8; Platelet DG rel: 3.9; AI-2 QS modul: 22.7; aSyn UTR inh: -6.5; HSP90 refold inh: 0.9; HSF-1 act: 16.2; IEC-6 tox: -1.3; HDAC3 inhib: -14.2; HIF act: 0.0; KLF5 inhibitor: -18.8

Results for CC(C)(C)C(=O)N1CCN(c2ccc(NC(=O)c3ccco3)cc2)CC1 ?
HSF1 inhib: 3.4; Platelet DG rel: -2.6; AI-2 QS modul: 25.6; aSyn UTR inh: 7.2; HSP90 refold inh: -4.8; HSF-1 act: 6.1; IEC-6 tox: -0.8; HDAC3 inhib: -0.5; HIF act: 0.5; KLF5 inhibitor: -5.5

How did CCCCNC(=O)Cc1coc2ccc3ccccc3c12 do in these assays?
HSF1 inhib: -1.8; Platelet DG rel: -5.9; AI-2 QS modul: 28.4; aSyn UTR inh: -9.5; HSP90 refold inh: 1.3; HSF-1 act: 0.6; IEC-6 tox: 5.0; HDAC3 inhib: 0.5; HIF act: -0.7; KLF5 inhibitor: 10.9

What do the screens show for `CC1CCc2c(C(=O)NCc3ccco3)csc2C1` (centres undefined)?
Platelet DG rel: -7.4; AI-2 QS modul: 3.3; aSyn UTR inh: -41.7; HSP90 refold inh: 0.7; IEC-6 tox: -0.3; HDAC3 inhib: -1.4; KLF5 inhibitor: -39.7

Results for Cc1nn(-c2ccccc2)c(N2CCCC2)c1/C=N/NC(=O)c1cc(-c2ccccc2)nc2ccccc12 ?
HSF1 inhib: -27.9; Platelet DG rel: -5.5; AI-2 QS modul: 17.8; aSyn UTR inh: 12.2; HSP90 refold inh: 2.7; HSF-1 act: -22.2; IEC-6 tox: 0.8; HDAC3 inhib: 7.7; HIF act: 0.3; KLF5 inhibitor: 4.4

Screens as filed in PubChem BioAssay.
